Screens deposited in PubChem BioAssay by Southern Research Specialized Biocontainment Screening Center.
VEEV TC-83 Vero: inhibitors of VEEV TC-83 cytopathic effect, confirmation, Vero cells (AID 588727) | Vero cells, VEEV TC-83 cytopathic effect inhibition; higher % means a stronger effect | one-dose inhibition, % at 20 µM; IC50 in µM for titrated hits | 350,000 compounds, 0.13% hits; in the data active = a potency from the dose series; inconclusive = inhibition mostly from about 14% at the one dose, without a potency; inactive = the rest, 99 in 100 with inhibition below about 12%; note: strong numbers were not always called active
influenza NS1A: NS1A inhibition, H1N1 influenza, cell based functional assay (AID 504329); NS1A functional cell-based assay, percent inhibition; higher % means a stronger effect; inhibition, % at 12.5 µM, or IC50 in µM where a hit was titrated; 340,000 compounds, 0.3% hits; in the data active = a potency from the dose series; inconclusive = inhibition above about 27% without an active follow-up result; note: strong numbers were not always called active
tuberculosis growth: growth inhibition of non-replicating M. tuberculosis (AID 488890). Mycobacterium tuberculosis non-replicating, growth inhibition; higher % means a stronger effect. inhibition, % at 25 µM, or IC50 in µM where a hit was titrated. 320,000 compounds, 0.39% hits; in the data active = a potency from the dose series; inconclusive = inhibition mostly from about 82% at the one dose, without a potency; inactive = the rest, 99 in 100 with inhibition below about 76%;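 note: plate controls were DMSO cells for no effect and high antibiotic wells for full effect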
PhoP GFP inhibition: PhoP regulon inhibitors, Salmonella typhi PhoP promoter GFP reporter, confirmatory (AID 1850); Salmonella Typhi PhoP-promoter GFP reporter, fluorescence, 4 h; higher % means a stronger effect; 310,000 compounds, 0.33% hits; inhibition, % at 50 µM, or IC50 in µM where a hit was titrated; in the data active = a potency from the dose series; inconclusive = inhibition mostly from about 25% at the one dose, without a potency; inactive = the rest, 99 in 100 with inhibition below about 19%;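 note: 0% = induced wells with vehicle and 100% = uninduced wells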
M. tuberculosis HTS: M. tuberculosis growth inhibition, HTS (AID 449762); M. tuberculosis H37Rv growth inhibition, 7H9 media; higher % means a stronger effect; inhibition, % at 25 µM; hits with a dose series show IC50 in µM; 330,000 compounds, 0.59% hits; in the data active = a potency from the dose series; inconclusive = inhibition above about 70% without an active follow-up result;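 note: bacterial growth assessed after seven days of incubation; strong numbers were not always called active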
VEEV TC-83 Vero 10K pilot screen: second read-out of VEEV TC-83 Vero, no call of its own (marks repeat the call); inhibition, %; measured here: 10K pilot screen inhibition
Active calls of the source: *; i = inactive; ? = inconclusive; . = not tested or not shown.

SMILES | VEEV TC-83 Vero | influenza NS1A | tuberculosis growth | PhoP GFP inhibition | M. tuberculosis HTS | others
CCN1C[C@@H]2[C@@H]3C(=O)N(C)C(=O)[C@@H]3[C@](CC)(C1=O)N2C(=O)c1ccccc1 | 1.6% | -9% | . | . | .
O=S(=O)(NCc1ccc(Cl)cc1)NCc1ccc(Cl)cc1 | 0.4% | 0% | -10% | -5% | 11%
CCC(CC)c1nnc(NC(=O)[C@@H](NC(=O)c2cccc(C)c2)C(C)C)s1 | 0.9% | -16% | 14% | -6% | -2%
COc1ccccc1NC(=O)N1CCN(c2ccc(F)cc2)CC1 | 1.7% | 4% | 1% | -2% | -9%
Cc1cc(OC(=O)c2ccco2)c(Sc2ccccc2[N+](=O)[O-])c(=O)o1 | 0.6% | -15% | . | . | .
O=C1C=CC(=O)C=C1 | 0.8% | -2% | 19% | . | -1%
Nc1c(C(=O)Nc2ccccc2)sc2nc3c(c(-c4ccco4)c12)CCC3 | 9.0% | -14% | -2% | 7% | -3%
CC(Cc1ccccc1)(NC(=O)CN)c1ccccc1 (centres undefined) | . | . | -1% | 15% | -7%
Cc1csc(NC(=O)C2CCCN2C(=O)OCC(C)C)n1 (centres undefined) | 2.1% | 4% | 72% | 6% | -7%
CN1C(=O)C(C)(C)c2cc(S(=O)(=O)NCc3ccc(Cl)cc3)ccc21 | 3.6% | -5% | 13% | -11% | 1%

The list goes on, starting with the last 2 of the part before.
SMILES | VEEV TC-83 Vero | influenza NS1A | tuberculosis growth | PhoP GFP inhibition | M. tuberculosis HTS | others
Cc1csc(NC(=O)C2CCCN2C(=O)OCC(C)C)n1 (centres undefined) | 2.1% | 4% | 72% | 6% | -7%
CN1C(=O)C(C)(C)c2cc(S(=O)(=O)NCc3ccc(Cl)cc3)ccc21 | 3.6% | -5% | 13% | -11% | 1%
CCO[C@@H]1OC(C(=O)NC2CC2)=C[C@H](C)[C@H]1CCCO | 0.5% | -17% | -12% | -9% | 0%
O=C(Cc1ccc(S(=O)(=O)N2CCOCC2)s1)Nc1ccc(S(=O)(=O)N2CCCCC2)cc1 | 4.9% | 0% | 10% | 1% | -3%
C/C(CC(=O)Nc1ccc(N(C)C)cc1)=N\NC(=O)c1ccccc1F | 0.1% | 4% | 40% | 2% | ?
O=S(=O)(Cc1cc(Cl)nc(-c2ccncc2)n1)c1ccccc1 | 4.6% | 5% | 18% | 4% | 3%
O=C(c1ccccc1)N1CCN(c2ccccc2F)CC1 | 4.1% | 1% | 33% | 5% | 3%
c1ccc2c(c1)-c1cccc3c1c-2cc1ccccc13 | . | . | -4% | . | 3%
COc1ccc(-c2ccc(=O)n(CC(=O)Nc3ccc(C(=O)NC4CC4)cc3)n2)cc1OC | 0.3% | 8% | -3% | -8% | -8%
Cc1cc(Br)ccc1NS(=O)(=O)c1c(C)[nH]c(=O)[nH]c1=O | 0.6% | -26% | -9% | 0% | -3%
COc1cccc(NC(=O)CN2C(=O)CSc3ccc(S(=O)(=O)N4CCOCC4)cc32)c1 | 0.6% | 5% | 9% | 1% | 0%
O=C(O)C(Cc1ccccc1)N1C(=O)c2c(Cl)c(Cl)c(Cl)c(Cl)c2C1=O (centres undefined) | 2.1% | -2% | -7% | 3% | -9%
C[C@H](CO)N1C[C@H](C)[C@@H](CN(C)S(C)(=O)=O)Oc2ccc(NC(=O)CCN3CCOCC3)cc2C1=O | i | -1% | 2% | . | -2%
O=C1[C@@H]2Cc3c([nH]c4ccccc34)C(c3ccccc3)N2C(=O)CN1CCO (some centres undefined) | 0.9% | 0% | -8% | -3% | 0%
CC(=O)c1ccc(S(=O)(=O)NCCC(=O)OCC(=O)N2CCCC2=O)cc1 | i | -4% | -2% | -11% | 3%
Cn1cnc2c1c(=O)n(Cc1cccc(Br)c1)c(=O)n2C | i | 3% | 15% | 4% | -3%
c1cncc(CNc2ncnc3ccc(-c4cccnc4)cc23)c1 | 1.3% | -8% | -4% | . | 7%
O=C(c1c[nH]c2ccc(F)cc2c1=O)N1CCCCCC1 | 0.1% | 0% | 14% | 4% | 0%
CSc1cccc(NC(=S)N2CCC(c3ccccc3)C2)c1 (centres undefined) | 2.1% | -2% | 26% | -4% | -3%
CCOC(=O)c1cnc2c(Cl)cccc2c1NCCCN1CCOCC1 | 0.9% | -8% | 14% | 0% | -7%
OCCC1CN(Cc2ccccc2O)CCN1CCc1ccccc1 (centres undefined) | i | -9% | 21% | 4% | 8%
COc1ccccc1NC(=O)c1nc(S(=O)(=O)Cc2ccccc2)ncc1Cl | 24% | -1% | 78% | 7% | 1%
COC(=O)C1CCN(C(=O)c2ccccc2NC(C)=O)CC1 | 1.7% | -3% | -3% | -6% | .
Cn1c2ccc(F)cc2c2nnc(SCCN3CCCCC3)nc21 | 5.2% | -3% | . | . | .
O=C(NC(=S)Nc1ccccc1N1CCCC1)c1ccc([N+](=O)[O-])cc1 | 1.0% | 3% | 32% | 1% | 1%
C=CC[C@H](CC(=O)NCCO)C(=O)N[C@@H](COC(=O)[C@@H](CC=C)Cc1ccc(F)cc1)Cc1ccccc1 | 0.3% | 7% | 26% | . | 9%
CC(C)c1[nH]nc2c1C(c1ccc(OC(=O)c3ccco3)cc1)C(C#N)=C(N)O2 (centres undefined) | 0.4% | 4% | ? | -6% | ?
O=C(c1ccc2c(=O)n(C3CCCC3)c(=S)[nH]c2c1)N1CCc2ccccc21 | i | -9% | 7% | 9% | -2%
CCOC(=O)N1CCN(C(=O)CSc2ncccn2)CC1 | i | -5% | 6% | -4% | 2%
COc1ccc(-n2c(COc3ccc4c(c3)OCO4)nnc2SCC(=O)O)cc1 | i | -4% | -2% | -15% | 15%
Cc1cccc(OCC(=O)NCCCNC(=O)c2cccnc2)c1 | i | 1% | -9% | 10% | 3%
COc1cccc2c(=S)c(CCC(C)=O)c(C)[nH]c12 | 1.0% | 1% | 2% | -15% | -1%
C=CCOc1ccc(/C=C/C(=O)OCC(=O)NCCc2ccccc2)cc1 | 0.6% | 1% | 60% | -10% | ?
COC(=O)c1ccccc1S(=O)(=O)N(CCCN1CCOCC1)Cc1cccs1 | 2.8% | 18% | -2% | 5% | -6%
Cc1sc2nc(COC(=O)c3ccc(O)cc3)[nH]c(=O)c2c1C | 6.3% | -1% | 42% | 4% | -1%
CCCNC(=O)c1sc2c(c1C(=O)Nc1ccccn1)CCCC2 | 8.7% | 0% | 23% | -7% | 13%
COc1ccc(N2C(=O)C(Cl)=C(Nc3ccccc3OC)C2=O)cc1 | 2.3% | 10% | 10% | -4% | -4%
COC(=O)CCC(=O)OC1(C)C(=O)C2=CN(CC(C)C)C(c3ccc(OC)cc3)=CC2=C(Br)C1=O (centres undefined) | . | . | 43% | 1% | 49%
Cc1cc(OCC(=O)N[C@@H](Cc2c[nH]c3ccccc23)C(=O)O)c2c(C)c(C)c(=O)oc2c1 | 1.3% | 0% | . | -6% | -6%
O=C(NC1CCCC1)C1CC(=O)N(CCc2ccccc2)C1 (centres undefined) | 0.5% | -25% | -7% | 0% | -7%
Cc1cccc(C(=O)N(c2ccccn2)C(C)c2ccco2)c1 (centres undefined) | i | -2% | -11% | -19% | 6%
O=C(c1cncc(Br)c1)N1CCN(S(=O)(=O)c2ccccc2)CC1 | 1.8% | -6% | -6% | 4% | 4%
O=C(CN(Cc1ccccc1)C(=O)CCC(=O)Nc1nccs1)NCc1ccc(F)cc1 | 0.1% | -5% | -10% | 0% | -4%
CC(c1ccccn1)N(CCN(C)C)C(=S)Nc1ccccc1F (centres undefined) | 1.8% | 5% | 2% | -7% | 2%
Cc1cc(NC(=O)CSc2nnc(-c3c[nH]c4ccccc34)n2C)no1 | 0.3% | -31% | -14% | 4% | -9%
O=c1c2nnn(Cc3ccccc3)c2ncn1C/C=C/c1ccccc1 | 0.8% | 2% | 8% | 0% | 7%
O=C(C1CCN(S(=O)(=O)c2ccccc2)CC1)N1CCN(c2ccccc2)CC1 | 6.0% | 4% | 7% | -2% | -1%
COc1ccc(S(=O)(=O)N2CCN(C(=O)c3cccs3)CC2)cc1OC | i | 1% | 6% | -8% | -8%
COc1ccc(OC(=O)COc2ccccc2C)cc1 | 0.4% | . | 45% | 7% | -7%
Cn1c(=O)[nH]c(=O)c2c1nc(N1CCOCC1)n2CC(O)COc1ccc2ccccc2c1 (centres undefined) | 7.8% | 0% | -5% | 15% | -4%
c1nnnn1C12CC3CC(CC(C3)C1)C2 | i | 1% | 4% | -3% | 1%
COCCNC(=S)N/N=C(\C)c1ccccc1OC | 2.2% | 4% | -2% | 11% | -6%
Carrying on.
SMILES | VEEV TC-83 Vero | influenza NS1A | tuberculosis growth | PhoP GFP inhibition | M. tuberculosis HTS | others
CCN(CC)CCC(=O)N1C/C(=C/c2ccccc2)C(=O)/C(=C\c2ccccc2)C1 | 13% | -20% | . | . | .
CCOc1ccccc1NC(=O)Nc1cccc(C(C)=O)c1 | 1.9% | -1% | 7% | -4% | 5%
O=C(c1ccc(-c2ccccc2Cl)o1)N1CCN(c2ccccc2O)CC1 | 10% | 10% | -6% | 3% | 6%
C=CCC(=O)N1CCCC(CO)(Cc2ccc(F)cc2F)C1 (centres undefined) | 0.5% | -2% | 1% | -8% | -10%
COc1cc(/C=C2\CCn3c2nc2cc(C(=O)O)ccc2c3=O)ccc1OC(F)F | 2.6% | -28% | 8% | -4% | 6%
COc1ccc(CCN2CC(C(=O)OCC(=O)NC(Cc3ccccc3)C(C)=O)CC2=O)cc1OC (centres undefined) | 0.2% | -3% | . | . | .
CCCCN(C(=O)CC1CCCC1)c1c(N)n(CC(C)C)c(=O)[nH]c1=O | 0.1% | 9% | -5% | 6% | -1%
Cc1cc(C)cc(NS(=O)(=O)c2ccc(NC(=O)C3CCCCC3C(=O)O)cc2)c1 (centres undefined) | i | -5% | 2% | -1% | -8%
Cc1ccc(N(C)S(=O)(=O)c2ccc(-c3cc(C)no3)s2)cc1 | 4.5% | 1% | 9% | -6% | 6%
CSc1c(-c2ccccc2)nc2ccc(Cl)cc2c1C(=O)O | 0.5% | 10% | -2% | -5% | -7% | VEEV TC-83 Vero 10K pilot screen=0.5
CN(C)c1ccc(C(=S)N2CCOCC2)cc1Br | 0.6% | 8% | -6% | 4% | -11%
COC(=O)C1CCN(C(=O)CN2C(=O)c3ccccc3S2(=O)=O)CC1 | 0.4% | -4% | 1% | 3% | -6%
O=C(Nc1nc2ccccc2[nH]1)C1CC(=O)N(c2ccc3c(c2)OCCO3)C1 (centres undefined) | 3.1% | -10% | 40% | -3% | 8%
O=C(/C=C/c1cccc([N+](=O)[O-])c1)OCC(=O)c1ccccc1 | 1.0% | -7% | 52% | 2% | 11%
O=C(NCc1ccc(-c2nc3ccccc3s2)cc1)c1ccc(Br)o1 | 1.7% | -9% | -8% | 2% | 0%
Cn1cnc(S(=O)(=O)N2CCN(c3ccc(F)cc3)CC2)c1 | 0.1% | . | -18% | 3% | -9%
COC(=O)c1c[nH]c(=O)c2ccccc12 | 0.4% | -4% | -7% | 13% | -6%
Cc1snc2sc(C(=O)c3ccc(Br)cc3)c(N)c12 | 4.3% | -1% | -1% | 3% | -1%
Cc1ccc(Cl)cc1NC(=O)C1COc2ccccc2O1 (centres undefined) | i | -4% | ? | -8% | -4%
COc1ccc(OCC(=O)N/N=C/c2cccc3cccnc23)cc1 | 6.9% | 28% | ? | 1% | ?
Cc1cc(NC(=O)CSc2nnc(-c3ccccc3F)n2C)no1 | 0.6% | -3% | -17% | . | -16%
CCn1ccnc1CNC(=O)C1CCC(=O)N(Cc2cccc(C(F)(F)F)c2)C1 (centres undefined) | 2.8% | 11% | -6% | -5% | -9%
O=C1CC(c2ccccc2Cl)CC(O)=C1C=NCCCO (centres undefined) | i | 2% | 45% | -1% | 4%

Arranged by number of heavy atoms (smallest number first): some entries from above
SMILES | VEEV TC-83 Vero | influenza NS1A | tuberculosis growth | PhoP GFP inhibition | M. tuberculosis HTS | others
COC(=O)c1c[nH]c(=O)c2ccccc12 | 0.4% | -4% | -7% | 13% | -6%
CN(C)c1ccc(C(=S)N2CCOCC2)cc1Br | 0.6% | 8% | -6% | 4% | -11%
Cc1snc2sc(C(=O)c3ccc(Br)cc3)c(N)c12 | 4.3% | -1% | -1% | 3% | -1%
Cn1cnc(S(=O)(=O)N2CCN(c3ccc(F)cc3)CC2)c1 | 0.1% | . | -18% | 3% | -9%
O=C(NCc1ccc(-c2nc3ccccc3s2)cc1)c1ccc(Br)o1 | 1.7% | -9% | -8% | 2% | 0%

An unsorted share of the library; about 1.5% have a hit in one of these screens.
